Compound activity deposited in PubChem by several laboratories.
RmlCD inh mix: RmlC/RmlD inhibition, mixture screen. RmlC/RmlD coupled enzyme inhibition, 384-well mixture HTS. inhibition, % at 5.5 µM. 110,000 compounds, 0.39% hits; in the data active = inhibition above about 30%, passing the limit was not always enough; also: strong numbers were not always called active
RT RNaseH block: inhibitors of HIV-1 reverse transcriptase RNase H | RT-RNase H RNA/DNA duplex cleavage, fluorescence | inhibition, % at 10 µM | AID 565 | 65,000 compounds, 1.9% hits | P04585; in the data active = inhibition above about 50%
Starred values were filed as active, the others as inactive; nt = not tested or not shown.

No. | mol | RmlCD inh mix | RT RNaseH block
1 | CCOC(=O)NC(=O)CSc1nnnn1-c1ccc(C)cc1 | 1.3 | -3.2
2 | CC(=O)N1[C@H](C)C=C[C@]1(Cc1ccccc1)C(=O)NCc1cc(F)cc(C(F)(F)F)c1 | 8.2 | nt
3 | O=C(COC(=O)c1n[nH]c2ccccc12)NC(=O)NC1CCCC1 | 8.6 | nt
4 | CN1CCN(S(=O)(=O)c2ccc(NC(=O)Cc3cccs3)cc2)CC1 | -8.3 | 1.7
5 | CC(C)OCCCNC(=O)c1cc2c(=O)n(C)c3ccccc3c2n1C | -2.6 | -7.1
6 | CCC(c1nnc(SCC(=O)Nc2ccc(C(=O)Nc3ccccc3OC)cc2)o1)N(C)C (stereo unspecified) | -15.9 | 28.3
7 | O=C(NC1CCCCC1)c1cccc(COCC(F)(F)F)c1 | 8.5 | nt
8 | CCn1c(SCc2nc(-c3ccccc3)no2)nnc1-c1cccs1 | 0.6 | nt
9 | COCCn1c(=O)c2c(nc3n2CCN3c2ccc(C)cc2)n(C)c1=O | -8.6 | -15.1
10 | CC1CCN(C(=O)C(NS(=O)(=O)c2cccc3nsnc23)c2ccccc2)CC1 (stereo unspecified) | 14.5 | 41.0
11 | COc1ccc(C(CC(=O)N2CCN(c3ccccc3)CC2)c2c(OC)cc(OC)c3ccc(=O)oc23)cc1 (stereo unspecified) | 7.0 | nt
12 | COc1ccc(C(=O)c2cc3ccc(O)cc3oc2=O)cc1 | -1.4 | nt
13 | Cc1ccc(-n2c(C)c([N+](=O)[O-])c3ccc(O)c(CN(C)C)c32)cc1 | 4.3 | nt
14 | O=C(CCCCCn1c(=S)[nH]c2cc3c(cc2c1=O)OCO3)N1CCN(Cc2ccccc2)CC1 | 8.5 | 67.6*
15 | CCC(C)[C@H](NC(=O)Nc1ccc(C(C)=O)cc1)C(=O)OC (stereo partly specified) | -9.5 | -3.4
16 | O=C(COC(=O)c1ccccc1OCc1ccc(Cl)cc1)NC1CC1 | -11.1 | nt

Record cards, from the list above. Screens in order: RmlCD inh mix	RT RNaseH block
CC1CCN(C(=O)C(NS(=O)(=O)c2cccc3nsnc23)c2ccccc2)CC1 (stereo unspecified) is entered as 14.5	41.0
O=C(COC(=O)c1ccccc1OCc1ccc(Cl)cc1)NC1CC1 is entered as -11.1	nt
Cc1ccc(-n2c(C)c([N+](=O)[O-])c3ccc(O)c(CN(C)C)c32)cc1 is entered as 4.3	nt
COCCn1c(=O)c2c(nc3n2CCN3c2ccc(C)cc2)n(C)c1=O is entered as -8.6	-15.1
COc1ccc(C(=O)c2cc3ccc(O)cc3oc2=O)cc1 is entered as -1.4	nt

Carrying on.
No. | mol | RmlCD inh mix | RT RNaseH block
17 | [O-][n+]1c2c(c3c4non(O)c4ccc31)CCCC2 | 3.8 | nt
18 | CCCCCc1ccc(-c2ccc(=O)[nH]n2)cc1 | nt | -11.7
19 | Cc1cccc(N(CC(=O)NCCC2=CCCCC2)S(C)(=O)=O)c1C | 3.3 | nt
20 | Fc1cccc(Cl)c1Cn1nnc2c(N3CCC4(CC3)OCCO4)ncnc21 | 8.6 | 27.3
21 | Nc1ccc(C(=O)Nc2nc3ccccc3s2)cc1 | 18.6 | -18.6
22 | Cc1ccccc1OCc1nc(-c2ccc(NC(=O)c3ccco3)cc2)no1 | 4.4 | 26.3
23 | CCCC(C)n1[nH]c(=O)c2c1NC(=O)CSC2c1ccc(OC)c(OC)c1 (stereo unspecified) | 18.7 | -0.3
24 | O=C(CNC1CCCCCC1)Nc1ccc(S(=O)(=O)NC2CC2)cc1 | -11.4 | 0.5
25 | COC(=O)c1sccc1NC(=O)Cn1cnc2c1c(=O)n(C)c(=O)n2C | 0.4 | -11.2
26 | CCN(CC)S(=O)(=O)c1ccc(NC2CCCc3ccccc32)nc1 (stereo unspecified) | -49.4 | -7.2
27 | O=C1c2ccccc2C(Nc2ccc(S(=O)(=O)N3CCCCC3)cc2)N1c1ccccn1 (stereo unspecified) | 22.3 | 9.6
28 | COC(=O)c1ccc(C(=O)Nc2cc(Cl)ccc2Cl)cc1NC(=O)c1ccc(N(C)C)cc1 | 10.9 | nt
29 | COc1ccc(-c2cc(C(=O)Nc3ccccc3SC)no2)cc1OC | 3.4 | 91.2*
30 | Cc1ccc2ncc([N+](=O)[O-])n2c1 | 11.8 | nt
31 | O=C(O)CCC1(C(=O)O)OCCc2ccccc21 (stereo unspecified) | 4.6 | -3.7
32 | COCCN(Cc1cc2cc(C)c(C)cc2nc1Cl)C(=O)Nc1ccccc1 | -18.7 | nt
33 | Cn1c(Cn2c(=O)sc3ccccc32)nnc1SCC(=O)N1CCc2ccccc21 | 4.4 | -50.8
34 | O=C(Nc1ccccc1)N(CCN1CCOCC1)Cc1cccc(Cl)c1 | -0.2 | -14.1
35 | O=C(C1CCN(S(=O)(=O)Cc2ccccc2)CC1)N1CCN(c2ncccn2)CC1 | 4.1 | 1.6
36 | CN(C)/C=N/c1cc(=O)n(C)c(=O)n1CC1CC1 | -7.0 | nt
37 | Cc1nn(CC(=O)NCC2CCCO2)c(=O)c2ccccc12 (stereo unspecified) | 15.3 | 1.1
38 | CN1C(=S)SC(N(O)C=C2C=CC(=O)C=C2)C1(C)C (stereo unspecified) | 8.2 | nt
39 | O=C(CN1C(=O)C2(OCCO2)c2ccccc21)c1ccc(F)cc1 | 4.5 | 7.7
40 | Cc1c(NS(=O)(=O)c2cccc(C(=O)NCc3ccc(Cl)cc3)c2)c(=O)n(-c2ccccc2)n1C | -10.7 | nt
41 | CCCOc1ccc(C2c3c(oc4ccccc4c3=O)C(=O)N2CCN(CC)CC)cc1OC (stereo unspecified) | 6.8 | 14.1
42 | COc1ccccc1Cn1c2nc3ccccc3nc2c2c(=O)n(CC(C)C)cnc21 | nt | -4.6
43 | Cc1ccc(-c2noc(C3CCN(S(C)(=O)=O)CC3)n2)o1 | 5.0 | 5.3
44 | Cc1cc(C)c(C)c(OCC(=O)NCCN(C)C)c1 | 8.7 | -3.2
45 | CC1CN(C(=O)c2nn(C)cc2[N+](=O)[O-])CC(C)O1 (stereo unspecified) | 3.6 | nt
46 | Cc1occc1-c1nc(-c2ccncc2)no1 | -11.1 | -10.9
47 | Cc1cccc(-c2noc(CCC(=O)NCc3ccccc3)n2)c1 | -13.3 | -18.2
48 | Cc1cc(C(=O)Nc2ccc(N3CCOCC3)cc2)c2ccccc2n1 | -23.5 | -1.5
49 | Nc1nc2c3ccccc3nc(Cc3ccccc3)n2n1 | 17.3 | -25.0
50 | CCN=C(Nc1ccc2c(c1)OCO2)SC1CC(=O)N(c2ccc(OC)cc2)C1=O (stereo unspecified) | 4.9 | nt
51 | COc1ccc(Cn2nnnc2CN(Cc2cc3ccc(C)cc3[nH]c2=O)C2CCCC2)cc1 | -13.0 | 4.0
52 | O=C(NC1CCCCC1)C(c1cccs1)N(Cc1cccs1)C(=O)c1ccco1 (stereo unspecified) | 1.1 | -5.1
53 | O=c1cc(N2CCCCC2)c(-c2ccccc2)nn1Cc1ccccc1Cl | 7.2 | nt
54 | CC1CCN(C(=O)C2c3ccccc3C(=O)N3CCc4ccccc4C23)CC1 (stereo unspecified) | 2.9 | -8.8
55 | CC1=C(C(=O)OC(C)C)C(C2CC=CCC2)NC(=O)N1 (stereo unspecified) | 8.1 | -17.6
56 | Cn1cnnc1SCc1ccc(C#N)cc1Cl | -9.1 | 0.0
57 | O=C(NCCC1=CCCCC1)c1ccc2c(c1)N(Cc1ccccc1)C(=O)CS2 | -9.0 | nt
58 | CCCCCn1c(N)c(-c2nc3ccccc3s2)c2c([N+](=O)[O-])nn(CC)c(=O)c21 | 10.8 | nt
59 | O=C(c1cccs1)N1CCN(CCCc2ccccc2)CC1 | -3.0 | nt
60 | CCOC(=O)c1ccc(N2C(=O)c3n[nH]c(C)c3C2c2ccccn2)cc1 (stereo unspecified) | -8.5 | -13.9
61 | Cc1ccc(NC(=O)CN2CCC(C(=O)c3ccc4c(c3)OCCO4)CC2)cc1 | -6.3 | nt
62 | O=C(CNS(=O)(=O)c1ccccc1Br)OCC(=O)N1CCc2ccccc21 | 9.1 | nt
63 | CC1CCN(CCCn2c(=S)[nH]c3ccc(N4CCOCC4)cc3c2=O)CC1 | -5.5 | -21.8
64 | COc1ccc(NC(=O)CSc2ccc3c4c(cccc24)C(=O)c2ccccc2-3)cc1 | 4.6 | nt
65 | Cc1ccc(N2CCN(c3cc(C)nc4c5c(C)cc(C)nc5nn34)CC2)cc1 | nt | 4.0
66 | CC(C)=CCc1c(O)cc2c(c1O)C(=O)CC(c1ccc(O)cc1)O2 (stereo unspecified) | 13.2 | nt
67 | O=C(NCc1ccco1)C(c1cccs1)N(C(=O)C1COc2ccccc2O1)c1cccc(O)c1 (stereo unspecified) | -0.5 | 4.7
68 | CCC(C)(C)n1nnnc1C(C(C)C)N1CCSCC1 (stereo unspecified) | -10.5 | -7.7
69 | C[C@H](NC(=O)OC(C)(C)C)c1nnc(SCC(N)=O)o1 | 4.3 | -8.6
70 | Cc1ccc(Sc2nc(-c3ccccc3)ccc2C#N)cc1 | 8.3 | nt
71 | CCOc1cc(C(=O)NC(C)COC)cc(OCC)c1OCC (stereo unspecified) | -232.5 | 3.2
72 | COc1cccc(NC(=O)CC2(CC(=O)O)CCCC2)c1 | 3.7 | -9.1

New compounds follow.
No. | mol | RmlCD inh mix | RT RNaseH block
73 | CCOC(=O)C1=C(C)NC(=O)NC1c1ccc(N(C)C)cc1 (stereo unspecified) | -10.3 | -17.7
74 | Cc1c(C)n(C(=O)CSc2nc3ccccc3[nH]2)c2ccccc12 | 10.2 | nt
75 | O=C1C=C(c2ccccc2)CC(c2ccc(F)cc2)C1 (stereo unspecified) | 4.0 | nt
76 | COc1ccc(C(C)=O)cc1COC(=O)Cc1n[nH]c(=O)c2ccccc12 | -4.1 | -67.2
77 | OCc1ccccc1CNCc1ccccc1 | -3.5 | -0.2
78 | Cc1ccc(C(c2nnnn2CCc2ccccc2)N2CCC(C)CC2)cc1 (stereo unspecified) | -3.8 | nt
79 | CC(=O)c1c(C)oc2ccc(N(C(C)=O)S(=O)(=O)c3ccc(Cl)c([N+](=O)[O-])c3)cc12 | -14.5 | nt
80 | CC1CN(C2CCN(C(=O)COc3ccc(Cl)cc3)CC2)CC(C)O1 (stereo unspecified) | 8.7 | nt
81 | O=C(OCC(=O)N1CCN(c2ccccc2)CC1)c1ccc2ncsc2c1 | 2.1 | -3.9
82 | Cn1ccs/c1=N\S(=O)(=O)c1ccc(C(C)(C)C)cc1 | -9.6 | nt
83 | O=C(NC1CCCCC1)c1ccc(S(=O)(=O)N2CCCC2)cc1 | -3.0 | nt
84 | COCCNC(=O)COc1ccc(Oc2ccccc2)cc1 | 4.2 | nt
85 | Cc1cccc2[nH]c3c(=O)n(CCN4CCNCC4)cnc3c12 | -8.4 | -0.3
86 | Cc1cccnc1-n1c(CN2C(=O)c3ccccc3C2=O)nc2ccccc2c1=O | -12.7 | -7.5
87 | Cn1c(=O)c2c(ncn2CC(=O)Nc2ccccc2Sc2ccccc2)n(C)c1=O | 11.6 | 39.1
88 | NC(=O)CCNC(=O)c1ccc(Cl)cc1 | 28.1 | nt
89 | O=C(Nc1cnn(Cc2ccc(F)cc2)c1)c1cnccn1 | 6.0 | -9.0
90 | COc1ccc(NC(=O)N(C2CCCCC2)C(C)c2cccnc2)c(OC)c1 (stereo unspecified) | 0.7 | -0.6
91 | Cc1ccc(S(=O)(=O)N2CCN(S(=O)(=O)c3ccc4c(c3)OCCO4)CC2)cc1 | 3.0 | 16.3
92 | O=C(C1CCCCC1)N1CCCc2ccccc21 | -12.5 | nt
93 | COc1cccc(N2C(=O)N(c3ccccc3Cl)C3CS(=O)(=O)CC32)c1 (stereo unspecified) | 2.9 | -3.5
94 | CS(=O)(=O)N(CC(=O)N1CCN(Cc2ccccc2)CC1)c1ccc2c(c1)OCCO2 | 5.0 | nt
95 | CCCc1nc(NCC2CCCO2)c2nnn(Cc3ccccc3)c2n1 (stereo unspecified) | -7.6 | nt
96 | Cc1[nH]c2ccccc2c(=O)c1CN1CCCCC1 | -13.2 | -8.0
97 | O=C1C2CCCN2C(c2ccccc2)N1c1ccc(F)cc1 (stereo unspecified) | 4.0 | 3.0
98 | O=C(c1ccc(Cn2c(=O)[nH]c3ccccc3c2=O)cc1)N1CCN(c2ccccn2)CC1 | -5.6 | -22.1
99 | O=C(C1=C[C@@H](c2ccc(Br)cc2)C[C@@H](OCCCCO)O1)N1CCN(Cc2ccc3c(c2)OCO3)CC1 | 12.3 | nt
100 | CCn1nccc1C(=O)Nc1ccc(S(=O)(=O)NC23CC4CC(CC(C4)C2)C3)cc1 | 3.6 | nt
101 | CCOC(=O)c1[nH]c(COC(=O)CCCOc2ccccc2)c(C(=O)OCC)c1C | 5.3 | 7.9
102 | CCOC(=O)C1[C@H]2C(=O)N(C(C)c3ccc(OC)cc3)C[C@]23C=C[C@H]1O3 (stereo partly specified) | -14.1 | -3.6
103 | Cn1nc(CC(=O)NCc2ccc(C(F)(F)F)cc2)c2ccccc2c1=O | -2.2 | nt
104 | O=C(O)CCCC(=O)NCCc1cccc(Cl)c1 | -11.5 | -9.1
105 | O=C(O)COc1ccc(=O)n(-c2ccccc2)n1 | 5.8 | nt
106 | Cc1ccc(NC(=O)N2C(=O)C3(OCCO3)c3ccccc32)cc1 | 1.7 | -2.9
107 | CCOC(=O)N1CCN(C(=O)C2CCCN(S(=O)(=O)c3ccc(C)cc3)C2)CC1 (stereo unspecified) | 6.4 | nt
108 | O=C1CCOc2cc(OCc3ccccc3)ccc21 | 10.9 | nt
109 | O=C(COC(=O)c1ccco1)Nc1nc2ccccc2s1 | -11.2 | -7.2
110 | CC(C(=O)N1CCCc2c1c(=O)oc1ccc(O)cc21)N1CCc2ccccc2C1 (stereo unspecified) | 9.4 | -3.8
111 | CCC(C)c1ccc(NC(=O)c2cccnc2)cc1 (stereo unspecified) | 5.7 | -1.0
112 | O=C(COC(=O)CCc1ccc(S(=O)(=O)N2CCOCC2)cc1)Nc1ncc(C(F)(F)F)cc1Cl | -25.6 | nt
113 | Cc1cc(OCCNCCO)cc(C)c1Cl | 11.9 | -2.8

Only part of the results is shown; the hit share may differ from the screen's.
